Screening data: PubChem, several laboratories
NADH enzymes = inhibition of NAD/NADH coupling enzymes, library profiling. coupled PK/LDH NADH assays, four targets. IC50, µM (top dose mostly 10 µM), inactives show at the top dose inhibition. actives 0.02% (n = 65,000). AID 774;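 active means single-dose screening hits from any of four coupled enzyme assays that gave an IC50 when retested across doses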;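 further: the DPM-DC format reads NADH fluorescence rather than 340 nm absorbance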
HER2 expr 66K = Her2 kinase expression inhibition; P04626; SKBR-3 HER2 protein level, AlphaScreen, 18-24 h; active compounds read low; HER2 level % of control, % at 10 µM; actives 0.69% (n = 65,000); AID 645;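 active means HER2 level under 5% of the carrier-only control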;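 further: 100% = DMSO carrier and 0% = 500 nM PU-H71 HSP90 inhibitor; lower value means stronger loss of Her2 protein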
Target sequence (P04626 whole entry, looked up): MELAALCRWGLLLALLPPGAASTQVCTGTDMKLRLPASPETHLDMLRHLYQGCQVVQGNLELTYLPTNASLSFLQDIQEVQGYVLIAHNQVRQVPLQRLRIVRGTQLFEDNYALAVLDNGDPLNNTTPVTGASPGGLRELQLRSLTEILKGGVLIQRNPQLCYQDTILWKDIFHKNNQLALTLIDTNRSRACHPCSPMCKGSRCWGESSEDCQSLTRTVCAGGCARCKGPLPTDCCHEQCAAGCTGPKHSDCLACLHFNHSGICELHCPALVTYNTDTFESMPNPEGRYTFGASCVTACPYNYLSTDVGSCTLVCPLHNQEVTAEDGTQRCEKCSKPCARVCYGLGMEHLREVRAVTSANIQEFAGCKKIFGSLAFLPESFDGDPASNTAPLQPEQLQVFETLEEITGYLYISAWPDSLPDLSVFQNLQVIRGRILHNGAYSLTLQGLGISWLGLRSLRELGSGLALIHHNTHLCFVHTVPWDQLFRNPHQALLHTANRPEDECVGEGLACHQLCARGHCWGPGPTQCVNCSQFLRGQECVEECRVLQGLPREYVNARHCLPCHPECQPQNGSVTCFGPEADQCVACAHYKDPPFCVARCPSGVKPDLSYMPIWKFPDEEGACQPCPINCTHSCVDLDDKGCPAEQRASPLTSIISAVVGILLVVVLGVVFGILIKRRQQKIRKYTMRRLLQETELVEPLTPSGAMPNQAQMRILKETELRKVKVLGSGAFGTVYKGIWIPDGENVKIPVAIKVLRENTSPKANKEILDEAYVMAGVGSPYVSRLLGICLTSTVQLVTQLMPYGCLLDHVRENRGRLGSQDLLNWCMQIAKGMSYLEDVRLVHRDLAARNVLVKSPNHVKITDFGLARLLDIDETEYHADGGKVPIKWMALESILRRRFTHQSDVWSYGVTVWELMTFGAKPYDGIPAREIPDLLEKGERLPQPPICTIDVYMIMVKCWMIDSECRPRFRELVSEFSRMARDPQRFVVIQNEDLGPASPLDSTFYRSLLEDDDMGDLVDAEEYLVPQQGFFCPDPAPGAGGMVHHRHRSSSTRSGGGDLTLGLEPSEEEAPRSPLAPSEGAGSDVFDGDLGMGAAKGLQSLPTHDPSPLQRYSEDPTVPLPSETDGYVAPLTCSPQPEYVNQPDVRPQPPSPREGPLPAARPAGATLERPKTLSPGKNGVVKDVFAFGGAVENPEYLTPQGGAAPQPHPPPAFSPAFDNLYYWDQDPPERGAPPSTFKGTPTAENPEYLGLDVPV
M1 antag = blocks the rat M1 muscarinic receptor response to acetylcholine. P08482. B-score at 10 µM. actives 3.4% (n = 64,000). AID 628. CHO-M1 cells, Fluo-4 calcium, ACh EC80 antagonist mode; active compounds read low;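 active means calcium fluorescence response, raw or row-and-column corrected B-score, differing from the plate sample mean either way at a set confidence level, mostly lower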
5HT1a ag = agonists of human 5-HT1a serotonin receptor; P08908; CHO 5-HT1a Ga15 NFAT-bla reporter, FRET ratio; 0% basal, 100% maximal reference agonist; activation, % at 10 µM; actives 0.56% (n = 65,000); AID 567;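 active means activation above the screen-wide mean activation plus 3 SD, cut at about 19% in these data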;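 further: 0% = DMSO wells and 100% = 5-CT at EC100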
D1 mod = allosteric modulators of human D1 dopamine receptor; P21728; HEK293 D1, CRE-luciferase, dopamine EC30 potentiation; actives deviate in either direction; B-score at 10 µM; actives 5.9% (n = 58,000); AID 641;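 active means luminescence count or its row- and column-corrected plate score outside the 99.7% band of the plate's sample wells, on either side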
Hsp90 inh = displaces geldanamycin probe from tumor Hsp90 | P07900 | NCI-N417 lysate Hsp90, Cy3B-geldanamycin FP displacement | inhibition, % at 30 µM | actives 0.35% (n = 64,000) | AID 429;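 active means inhibition above 50%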;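 further: 0% = tracer plus lysate wells and 100% = tracer alone without lysate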
M1 ag = activates the M1 muscarinic receptor | CHO-M1 cells, Fluo-4 calcium fluorescence, agonist mode; active compounds read high | B-score at 10 µM | actives 3% (n = 64,000) | AID 626;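 active means fluorescence rise, raw or as B-score row- and column-corrected plate score, outside the 99.7% band of its plate's samples, either direction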
Autofluor 339 = intrinsic fluorescence of library compounds, ex339/em460 – biochemical, MLSMR library, data from DPM-DC assay, artefact control, profiling panel; actives 5.5% (n = 65,000); AID 709; fluorescence fold increase at 10 µM; compound autofluorescence, ex339/em460 nm, NADH buffer; active compounds read high; 1 = no-compound wells, NADH background;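 active means at 10 µM, mean starting fluorescence two-fold or more over control wells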;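 further: signal is the first read of a kinetic run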
Ec RNAP inh = inhibitors of Escherichia coli RNA polymerase; actives 0.2% (n = 62,000); E. coli RNA polymerase, fluorescence transcription assay; inhibition, %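 (tested at 10 µM)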; in the data active means inhibition above about 20%;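 further: 0% = enzyme without compound and 100% = no enzyme blank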
* = called active by the depositor; nt = not tested or not shown; [ ] = dose if it differs, or a comment.

A first look:
SMILES	NADH enzymes	HER2 expr 66K	M1 antag	5HT1a ag	D1 mod	Hsp90 inh	M1 ag	Autofluor 339	Ec RNAP inh
COC(=O)CCC(NC(=O)OCc1ccccc1)C(=O)NC(CC(C)C)C(=O)OC (centres undefined)	5%	147	0.19	-4.9	-1.2	-1	-0.7	1.1	3
O=C(CN1CCN(Cc2ccccc2Cl)C1=O)NC1CCCCCCC1	1%	139	-0.73	-0.6	0.44	0	0.82	1.1	2
Nc1nnc(N2CCCCC2)s1	2%	100	0.47	-2.6	0.33	-4	-0.11	1.1	2
Cc1cccn2c(=O)c3cc(C#N)c(=NC(=O)c4ccncc4)n(CCCOC(C)C)c3nc12	3%[fluoresces]	75	0.0034	14	-0.15	-13	83*	3.6*	-27
CC(C)NC(=O)c1nc2ccccc2s1	11%	84	0.16	-0.3	1.7	0	-0.32	1.1	2

The list itself (from the top)
SMILES	NADH enzymes	HER2 expr 66K	M1 antag	5HT1a ag	D1 mod	Hsp90 inh	M1 ag	Autofluor 339	Ec RNAP inh
COC(=O)CCC(NC(=O)OCc1ccccc1)C(=O)NC(CC(C)C)C(=O)OC (centres undefined)	5%	147	0.19	-4.9	-1.2	-1	-0.7	1.1	3
O=C(CN1CCN(Cc2ccccc2Cl)C1=O)NC1CCCCCCC1	1%	139	-0.73	-0.6	0.44	0	0.82	1.1	2
Nc1nnc(N2CCCCC2)s1	2%	100	0.47	-2.6	0.33	-4	-0.11	1.1	2
Cc1cccn2c(=O)c3cc(C#N)c(=NC(=O)c4ccncc4)n(CCCOC(C)C)c3nc12	3%[fluoresces]	75	0.0034	14	-0.15	-13	83*	3.6*	-27
CC(C)NC(=O)c1nc2ccccc2s1	11%	84	0.16	-0.3	1.7	0	-0.32	1.1	2
Cc1sc2ncnc(OCC(=O)N3CCN(S(=O)(=O)c4ccccc4)CC3)c2c1C	2%	97	-0.17	0.0	2.4	0	-0.62	1	-5
COC(=O)[C@@H](NC(=O)NC1CCCc2ccccc21)C(C)C (some centres undefined)	7%	105	-0.26	-1.2	0.27	-2	-0.38	1.1	9
O=c1c2c3nc4ccccc4nc3n(/N=C/c3cccs3)c2ncn1-c1ccccc1	2%	78	-0.1	1.4	-0.46	-6	-0.16	1.2	4
O=C(COc1ccc(C(=S)N2CCOCC2)cc1)N1CCCC1	5%	nt	nt	0.5	-0.067	-5	nt	1.1	7
Cc1ccc(NS(=O)(=O)c2cn(C)cn2)cc1	5%	84	0.34	-0.8	1.6	-1	-0.49	1	14
CSc1ccccc1NC(=O)c1cnc2n(c1=O)CCS2	2%	125	-0.66	-4.5	0.18	-1	-1.3	1	-7
CCCCOC(=O)Nc1ccc(OC)cc1S(=O)(=O)N1CCOCC1	6%	101	1.3	-1.2	-0.016	0	-0.96	1	1
O=C(O)CCCN1C(=O)NC2NC(=O)NC21 (centres undefined)	8%	92	0.1	-2.4	-0.69	-3	0.7	1.1	6
c1ccc2cc3[nH]c(CN4CCCCC4)nc3cc2c1	7%	96	-0.57	-5.4	nt	-5	-0.24	1.4	3
O=C(CCn1c(=O)oc2ccccc21)N1CCN(C(c2ccccc2)c2ccccc2)CC1	6%	75	-2.2	-0.2	-0.73	-3	0.37	1.1	3
COc1ccc(C2C(C(=O)Nc3cccc(C)n3)CCC(=O)N2c2ccc(OC)cc2)cc1 (centres undefined)	5%	89	1.3	-1.0	-0.024	-5	0.71	1.1	7
O=C(CSc1ncnc2c1cnn2-c1ccccc1Cl)N1CCN(C(=O)c2ccco2)CC1	6%	79	0.27	-3.1	-0.74	-1	0.99	1.1	nt
Cc1ccc(NC(=O)C2CC(=O)NC(Nc3cccc(C)c3)=N2)cc1 (centres undefined)	2%	94	0.72	-2.5	0.28	-2	1.4	1.1	-2
O=C(NCCN1CCCCCC1)c1ccc(CS(=O)(=O)c2ccc(Br)cc2)o1	2%	70	-3*	-1.4	-0.063	0	-1.2	1	3
CN(C)c1ccc(-c2nn3c(-c4cccnc4)nnc3s2)cc1	6%	71	0.17	-2.0	-0.018	-3	-0.44	1.7	2
CN1CCN(C(=O)c2sc(=S)n(-c3ccccc3)c2N)CC1	4%	115	-0.28	-1.1	-0.52	3	1.5	1	-2
O=c1[nH]c2ccc(S(=O)(=O)NCc3ccccn3)cc2s1	3%	71	0.039	-4.3	0.61	nt	0.37	1.1	1
O=CNC(=O)c1ccccc1C(=O)O	4%	173	0.033	0.6	nt	-3	-0.73	1.1	nt
COc1ccc(OC)c(NC(=O)Cc2nn(C)c(=O)c3ccccc23)c1	8%	131	-0.52	-2.0	-0.18	1	-0.19	1.1	4
COc1ccc(C(=O)COC(=O)CN2CC(=O)Oc3ccccc32)cc1Br	7%	32	0.059	-1.5	2.2	2	2.2	1.1	12
O=C(Cn1ncc2ccccc21)N1CCc2ccccc21	5%	104	-2.3*	-3.5	0.63	-3	0.057	1.1	5
O=C(NCCC1=CCCCC1)c1ccc(Cl)c(S(=O)(=O)N2CCOCC2)c1	2%	93	-0.13	0.5	-0.54	-5	0.0069	1.1	2
CCOC(=O)c1ccc(NC(=O)N2CCc3ccccc32)cc1	4%	99	-0.067	-2.1	nt	0	0.011	1.1	7
CS(=O)(=O)N(CC(=O)NCC1CCCO1)c1cc(Cl)ccc1Cl (centres undefined)	3%	125	-0.1	2.5	0.0033	-1	0.0084	1.1	-1
COc1cccc2cc(C(=O)Nc3cccc(C)n3)c(=O)oc12	9%	64	-0.3	-0.9	-3.4	-7	-0.44	1.3	-5
CC1CCN(S(=O)(=O)c2ccc(S(=O)(=O)NCC3COCCO3)cc2)CC1 (centres undefined)	6%	85	-0.38	-2.4	0.024	1	-0.47	1.1	4
CN(C)c1nc2n(c(=S)n1)CCS2	2%	117	0.79	2.9	nt	0	0.96	1.1	-11
CCCOc1ccc(C(=O)N2CCCC2)cc1OC	4%	121	0.19	-0.9	-0.36	-2	-0.12	1.1	6
CC(Oc1ccc(Cl)cc1Cl)c1nc(-c2ccc(NC(=O)c3cccnc3)cc2)no1 (centres undefined)	2%	69	-0.15	-3.1	-0.046	4	0.034	1.1	-16
Cc1ccc(C)c(S(=O)(=O)NCc2ccc(C(=O)N3CCN(C)CC3)cc2)c1	10%	80	2.2	-2.4	-0.58	-5	-0.03	1	5
c1ccc(-n2cnnc2SCc2cn3ccccc3n2)cc1	10%	nt	0.046	0.7	0.55	nt	0.4	1.1	-2
CCCCCc1c(C)nc(Nc2ccc(F)cc2)[nH]c1=O	7%	105	0.24	-1.6	0.95	-5	1.2	1.1	8
CCOC(=O)CC(NC(=O)c1ccco1)c1ccccc1Cl (centres undefined)	2%	80	0.034	-1.7	nt	1	-0.65	1.1	1
O=C(COC(=O)C12CC3CC(CC(O)(C3)C1)C2)NC(=O)NCc1ccco1	1%	124	-17*	0.8	0.23	-3	-0.35	1.1	6
CC(NC(=O)Nc1ccccn1)N1C(=O)C2C3C=CC(C3)C2C1=O (centres undefined)	6%	82	0.79	-7.4	-0.32	1	-0.012	1.1	-1
CCn1nnc(-c2ccccc2NC(=O)C(F)(F)F)n1	0%	95	-0.041	0.8	0.77	-3	-0.62	1.1	7
Nc1nc(SCC(=O)c2ccc(Oc3ccccc3)cc2)n[nH]1	5%	78	-0.036	-0.1	1.1	-5	-1.3	1.1	-3
CCOc1cc2[nH]c(=O)n(CCC(=O)N3CCN(c4ccccc4OC)CC3)c(=O)c2cc1OCC	5%	97	-0.89	-1.8	-0.78	0	0.88	1.3	6
CC1(C)Cc2noc(N)c2C(C)(C)N1OC(=O)c1ccco1	2%	113	0.51	-0.5	-1	3	1	1	6
CCCCOC(=O)c1ccc(NC(=O)CSc2nncn2C)cc1	2%	99	0.069	2.8	-0.46	4	-0.55	1	6
CCOC(=O)N1CCN(C(=O)c2cnc(Nc3ccccc3OC)c3ccccc23)CC1	3%	174	-0.087	-0.5	-0.48	nt	1.2	1.1	4
CC1(C(=O)N(CC(=O)NC2CCCC2)Cc2ccco2)CC(=O)N=C2C=CC=CN21 (centres undefined)	7%[fluoresces]	88	nt	0.5	nt	1	nt	4.8*	-2
CCN=C(NCC)SC1CC(=O)N(c2cccc(OCC)c2)C1=O (centres undefined)	1%	67	-2.6*	-1.7	-0.91	0	14*	1.1	6
O=C(NCCCn1ccnc1)Nc1ccc(Cl)cc1	2%	114	nt	-1.6	nt	2	nt	1.2	-2
COC(=O)c1cnc2c(C(F)(F)F)cccc2c1OC	5%	101	-0.2	-0.2	-0.098	1	-0.43	1.1	7
Continuation.
SMILES	NADH enzymes	HER2 expr 66K	M1 antag	5HT1a ag	D1 mod	Hsp90 inh	M1 ag	Autofluor 339	Ec RNAP inh
COc1ccc(S(=O)(=O)N(C)CC(=O)N2CCC(C(N)=O)CC2)cc1	6%	67	-0.61	-3.2	0.11	-3	-1	1.1	-1
C=C(C)COc1ccc(-c2n[nH]c(C)c2-c2ccccc2)c(O)c1	3%	69	-1	-1.3	0.2	1	0.061	1	7
CCOC(=O)C1CCN(Cc2ccc(O)c(OC)c2)CC1	11%	99	-0.63	-1.2	-0.45	1	0.012	1	-3
Cc1cc(C(=O)CSc2nnc(C3COc4ccccc4O3)n2C)c(C)n1-c1ccc(F)cc1 (centres undefined)	6%	73	0.17	-3.4	0.56	-2	0.53	1.1	-5
O=C(O)C1Sc2[nH]c(=O)sc2C2c3cc(Cl)ccc3OC(=O)C12 (centres undefined)	8%	97	0.24	-6.8	0.18	-7	-1.5	1	13
O=C(Nc1nnc(-c2ccco2)o1)C1CCCCC1	4%	91	0.63	1.2	0.019	-3	0.031	1.1	6
c1ccc2c(c1)nc1n2CCN1CCNC1CCCCC1	5%	62	0.65	-1.0	-1.1	-1	0.57	1.1	1
C=C(C)CN(CC)c1nc(N)c(C#N)c(CC#N)c1C#N	9%	78	-1.4	1.5	1.5	-9	1.8	1.2	5
CC(C)Cc1nnc(NC(=O)CSc2nc(=O)cc(N)n2-c2ccccc2)s1	4%	87	0.05	1.3	0.049	-5	0.1	1.1	nt
O=C(CSc1n[nH]c(-c2ccc(S(=O)(=O)NC3CCCCC3)cc2)n1)N1CCCC1	16%	94	0.88	1.3	0.31	1	-0.042	3*	-1
CCn1cc(S(=O)(=O)CC(=O)Nc2cccc(C)c2)c2ccccc21	5%	104	0.0007	1.1	-0.13	-6	0.012	1.1	7
CCNC(=O)NC(=O)CSc1ccc(NC(C)=O)cc1	4%	62	-0.052	-3.5	-0.27	-1	-0.62	1	3
O=C(C1CCN(S(=O)(=O)c2cnc[nH]2)CC1)N1CCc2ccccc2C1	12%	183	-0.12	-2.2	-0.25	-5	0.11	1	2
O=C(Nc1ccc(S(=O)(=O)Nc2ccc(Cl)cc2)cc1)C1CCCO1 (centres undefined)	5%	143	-1.1*	5.3	0.057	-2	-0.15	1	13
COc1ccccc1C1NC(=O)NC(C)=C1C(C)=O (centres undefined)	6%	97	-1.4	-2.0	-0.17	1	0.3	1.1	1
FC(F)(F)c1cccc(-c2ccc(-c3csnn3)o2)c1	2%	67	-0.0059	2.5	24*	nt	-0.0034	1.1	5
Cn1c(=O)c2c(nc(N3CCCCCC3)n2CC(O)COc2ccccc2)n(C)c1=O (centres undefined)	4%	90	-0.97	-2.4	0.89	4	2.3	1.1	2
CCOC(=O)C1=C(N)OC2=C(C(=O)CC(C)(C)C2)C1C1CCCCC1 (centres undefined)	7%	83	-0.49	0.5	-2.2	-1	0.41	1.1	4
COc1ccccc1CN1CC(C(=O)NCc2cccnc2)CC1=O (centres undefined)	4%	96	1.6	0.6	1.6	1	-0.55	0.97	9
COC(=O)c1ccc(OCC(=O)c2ccc(O)cc2O)cc1	3%	86	-0.12	1.9	-0.45	2	-1.8	1.1	9
Cn1cccc1C(=O)NC(=O)CSc1cccc[n+]1[O-]	6%	122	1.2	-0.6	0.82	-7	-1.8	1.1	10
